Source: PubChem BioAssay (Sanford-Burnham Center for Chemical Genomics)
PfG6PD inh: PfG6PD enzyme inhibitors, primary screen, biochemical, fluorescence intensity, uHTS | PfGluPho enzyme, NADPH resazurin-diaphorase fluorescence | inhibition, % at 20 µM | 350,000 tested, 0.78% active | AID 504690, 2011;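 active = inhibition reaching at least a set limit at 20 µM in the primary screen, cut at about 59% in these data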;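 also: 0% = DMSO wells with substrate and 100% = DMSO wells lacking glucose-6-phosphate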
ATG4B inhibitor: ATG4B protease inhibitors, primary screen, biochemical, fluorescence, uHTS | ATG4B cleavage of LC3-PLA2, NBD-HPC fluorescence, 1 h | AID 504462, 2011 | 340,000 tested, 0.51% active | Cysteine protease ATG4B (Homo sapiens), Q9Y4P1 | inhibition, % at 8.33 µM; in the data active = inhibition above about 40%
NR3A LBD binder: binders of NR3A ligand-binding domain, primary screen, biophysical, differential scanning fluorimetry, uHTS; AID 1259313, 2017; Glutamate receptor ionotropic, NMDA 3A (GRIN3A) ligand-binding domain; Tm shift relative to glycine control, % at 25 µM; NR3A LBD differential scanning fluorimetry, Tm shift; 0% = protein alone, 100% = glycine-bound protein; 340,000 tested, 2.5% active;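 active = melting temperature shift of at least 10% of the positive control shift, at one fixed dose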
MPTP block: mitochondrial permeability transition pore inhibitors, primary screen, biochemical, isolated mouse mitochondria, absorbance; inhibition, % at 10 µM; 360,000 tested, 1.4% active; AID 602449, 2012; Ca2+ swelling absorbance, 30 min;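 active = inhibition of 50% or more, scaled per plate between neutral and stimulator controls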;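 also: 0% = DMSO wells given calcium and 100% = 1 mM EGTA wells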
SENP6 block: SENP6 protease inhibitors, primary screen, biochemical, luminescence, uHTS. inhibition, % at 10 µM. Recombinant SENP6 catalytic domain, aminoluciferin luminescence. Sentrin-specific protease 6 (Homo sapiens), Q9GZR1. 330,000 tested, 1.8% active. AID 2599, 2010;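 active = inhibition above about 50% at the single tested dose, limit read from the data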;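 also: plate controls were DMSO wells with enzyme for no effect and DMSO wells lacking enzyme for full effect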
SENP8 inh: human SENP8 protease inhibitors, primary screen, biochemical, fluorescence, Nedd8 protein substrate, uHTS; AID 602440, 2012; Sentrin-specific protease 8 (Homo sapiens), Q96LD8; 360,000 tested, 0.64% active; inhibition, % at 20 µM; recombinant SENP8; in the data active = inhibition mostly above about 40%, no sharp cut-off; inactive = mostly below about 27%
Target sequence (Q96LD8 whole entry, looked up): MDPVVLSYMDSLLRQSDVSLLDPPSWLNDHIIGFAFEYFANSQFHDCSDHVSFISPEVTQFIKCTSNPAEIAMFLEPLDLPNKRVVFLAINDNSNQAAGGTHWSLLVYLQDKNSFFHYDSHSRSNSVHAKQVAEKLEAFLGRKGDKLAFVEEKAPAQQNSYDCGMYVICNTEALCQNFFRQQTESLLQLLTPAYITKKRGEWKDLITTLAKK
hIAP activ: human IAP activators, primary screen, biochemical, luminescence, uHTS | purified human IAP, CDP-Star luminescence, 30 min; stronger effect = higher value; 1 = vehicle-only enzyme, 0 = enzyme-free background | activation factor at 10 µM | 330,000 tested, 0.16% active | AID 2524, 2010;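 active = activation factor of the enzyme at least 2-fold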; also: the source names both 10 and 20 µM as test concentration; values of inactives mirror those of a sister screen read the other way
Target sequence (P09923 whole entry, looked up): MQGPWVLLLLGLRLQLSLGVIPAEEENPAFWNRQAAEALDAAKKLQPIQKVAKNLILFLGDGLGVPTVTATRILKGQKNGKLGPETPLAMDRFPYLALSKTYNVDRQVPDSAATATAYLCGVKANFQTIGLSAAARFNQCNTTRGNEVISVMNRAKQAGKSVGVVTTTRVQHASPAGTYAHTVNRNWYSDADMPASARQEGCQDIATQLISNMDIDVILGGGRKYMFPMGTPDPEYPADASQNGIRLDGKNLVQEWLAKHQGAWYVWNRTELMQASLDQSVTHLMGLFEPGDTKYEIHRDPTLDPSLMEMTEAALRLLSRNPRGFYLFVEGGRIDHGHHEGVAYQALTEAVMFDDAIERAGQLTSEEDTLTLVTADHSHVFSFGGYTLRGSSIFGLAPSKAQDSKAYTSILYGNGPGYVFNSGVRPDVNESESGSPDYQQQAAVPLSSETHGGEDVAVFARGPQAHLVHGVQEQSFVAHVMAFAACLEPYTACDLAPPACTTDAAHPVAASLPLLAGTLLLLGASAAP
SENP1 FRET inh: human SENP1 catalytic domain inhibitors, primary screen, biochemical, FRET, uHTS; inhibition, % at 10 µM; 360,000 tested, 0.21% active; Sentrin-specific protease 1 (Homo sapiens), Q9P0U3; recombinant SENP1 catalytic domain, CyPet-SUMO1-YPet FRET cleavage;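 active = inhibition at least 30% at 10 µM, raw YFP signal under a set limit, fluorescence ratio 0.5 to 1.5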;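 also: 0% = enzyme with DMSO and 100% = no enzyme wells; some results filed as inactive read as strong as hits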
Target sequence (Q9P0U3 419-644 limits assumed): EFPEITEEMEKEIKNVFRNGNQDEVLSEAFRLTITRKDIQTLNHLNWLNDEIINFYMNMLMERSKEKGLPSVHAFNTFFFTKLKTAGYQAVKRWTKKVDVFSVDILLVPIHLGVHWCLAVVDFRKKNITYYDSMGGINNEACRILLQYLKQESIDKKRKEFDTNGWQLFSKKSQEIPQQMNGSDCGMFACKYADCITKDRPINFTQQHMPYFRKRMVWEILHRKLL
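Compound: 10 µM single point, 0.5% DMSO; Test system: hSENP1 catalytic domain, recombinant; Timing: 50 min reaction at room temperature; Technique: FRET, CFP and YFP emission; Control set: no-enzyme wells low, DMSO-plus-enzyme wells high control.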
An asterisk follows results filed as active; · = not tested or not shown.

SMILES	PfG6PD inh	ATG4B inhibitor	NR3A LBD binder	MPTP block	SENP6 block	SENP8 inh	hIAP activ	SENP1 FRET inh
O=c1[nH]c(C2CCN(S(=O)(=O)Cc3ccccc3)CC2)nc2c1nnn2Cc1ccccc1Cl	-10.0	1.8	-6.0	0.7	-35.3	8.8	0.839	-0.6
O=C(CNC(=O)N1CC(=O)Nc2ccccc21)Nc1nccs1	0.1	-2.2	-2.4	0.5	5.0	-0.8	1.04	-10.6
O=C1C2C3C=CC(C3)C2C(=O)N1c1n[nH]c(-c2cccnc2)n1 (configuration not stated)	-3.3	4.3	1.9	-0.9	-19.9	10.5	0.337	1.6
COc1ccc(C2C(C(=O)c3sc(C)nc3C)=C(O)C(=O)N2CCCn2ccnc2)cc1 (configuration not stated)	3.9	-6.7	-0.7	-0.1	6.0	10.3	1.05	-3.4
CCN(Cc1ccc(OC)c(F)c1)C(=O)CCl	-4.8	2.3	-0.1	-1.2	7.8	2.6	0.891	1.6
Nc1ncnc2nc(SCCOc3ccc(Cl)cc3)[nH]c12	-1.7	-1.2	2.9	1.5	-3.9	14.8	0.932	-1.8
COc1ccc(NC(=O)C(=O)NCCC2=CCCCC2)c(OC)c1	-12.9	11.4	-2.6	1.0	-12.1	3.6	0.842	3.2
CN(C)c1ccc(/C=N\Nc2nc(-c3ccccc3)cc(=O)[nH]2)cc1	-4.7	-8.2	-1.3	6.5	-0.4	-200.3	1.17	-13.7
CCN(Cc1ccccc1)S(=O)(=O)c1c(N)n(C)c(=O)n(C)c1=O	-2.3	-5.0	0.6	-1.5	-2.6	9.9	1	0.3
C=CCn1c(SCC(=O)Nc2cc(OC)c(NC(=O)c3ccco3)cc2OC)nnc1-c1ccncc1	3.9	-17.9	-2.1	-1.2	-6.1	-21.6	0.94	-1.7
CCOC(=O)c1ccc(Cn2c(-c3ccccc3)nnc2-c2ccccc2)o1	9.2	1.0	3.0	1.0	-8.9	3.0	0.902	1.2
COc1ccc(-c2cc(=O)oc3c(C)c(OCC(=O)NCCCn4ccnc4)ccc23)cc1	-3.8	-16.3	-1.8	-0.4	-9.4	5.7	1.14	5.7
COC(=O)c1ccccc1CCC(C)=O	-0.9	2.2	5.1	-1.4	-8.0	36.6	1.05	0.3
O=S(=O)(c1cccc2ccccc12)N1CCC2CC1c1cc(-c3ccc(F)cc3)ccc12 (configuration not stated)	6.8	3.4	-1.1	0.6	·	14.8	·	2.7
COc1ccc(C)cc1NC(=O)CSc1nnc(-c2ccco2)n1N	-12.9	2.9	0.8	-0.1	2.2	2.7	0.964	2.5
CCN1CCN(Cc2ccc(NC(=O)c3ccc(C)c(NC(=O)c4cccc(-c5cn[nH]c(=O)c5)c4)c3)cc2C(F)(F)F)CC1	32.2	-10.9	-0.8	-0.1	-21.1	-25.9	1.01	-3.8
COCCNC(=O)c1ccccc1NC(=O)CSc1ccc(C)cc1	-17.8	-0.6	0.0	1.0	-14.1	-7.3	1.08	2.9
CSc1nc2ccc(NS(=O)(=O)c3ccc(CNC(C)=O)cc3)cc2s1	-3.4	-6.2	4.6	0.2	-18.8	1.5	1.17	-1.7
NC(=O)Cn1nc(C(F)(F)F)c2c1CCCC2	2.3	0.4	27.3*	0.4	8.2	18.7	0.969	7.9
Cc1cc(=O)[nH]c2ccc(S(=O)(=O)N3CCOCC3)cc12	-1.9	-6.5	-0.7	-1.8	14.7	-1.0	1.05	2.7
Cc1ccc(C(=O)NCC(=O)N2CCN(c3ccccc3O)CC2)s1	0.7	·	·	-0.2	·	27.9	·	1.9
CCOC(=O)N1CCC(NC(=O)c2cc3sccc3n2CC)CC1	-14.8	-3.1	3.2	-0.8	-13.3	1.6	0.994	0.0
CC(=O)Nc1ccc(NS(=O)(=O)c2ccccc2)c2ccccc12	-0.3	-4.2	-8.5	0.6	-1.0	19.2	1.01	-0.8
CCCC(=O)NC(=S)Nc1ccccc1C(F)(F)F	5.4	-14.6	-0.8	1.9	-8.4	21.1	0.847	1.2
CC(C)OC(=O)N(C)C[C@@H]1OCc2cnnn2CCCC(=O)N([C@H](C)CO)C[C@H]1C	-9.3	·	·	-1.0	·	5.1	·	-0.8

Some of these compounds in order of count of non-hydrogen atoms, highest first:
SMILES	PfG6PD inh	ATG4B inhibitor	NR3A LBD binder	MPTP block	SENP6 block	SENP8 inh	hIAP activ	SENP1 FRET inh
O=S(=O)(c1cccc2ccccc12)N1CCC2CC1c1cc(-c3ccc(F)cc3)ccc12 (configuration not stated)	6.8	3.4	-1.1	0.6	·	14.8	·	2.7
CN(C)c1ccc(/C=N\Nc2nc(-c3ccccc3)cc(=O)[nH]2)cc1	-4.7	-8.2	-1.3	6.5	-0.4	-200.3	1.17	-13.7
CCOC(=O)N1CCC(NC(=O)c2cc3sccc3n2CC)CC1	-14.8	-3.1	3.2	-0.8	-13.3	1.6	0.994	0.0

Record cards (already shown). Values in the order: PfG6PD inh | ATG4B inhibitor | NR3A LBD binder | MPTP block | SENP6 block | SENP8 inh | hIAP activ | SENP1 FRET inh
Results for CCN(Cc1ccc(OC)c(F)c1)C(=O)CCl : -4.8 | 2.3 | -0.1 | -1.2 | 7.8 | 2.6 | 0.891 | 1.6
Results for CC(=O)Nc1ccc(NS(=O)(=O)c2ccccc2)c2ccccc12 : -0.3 | -4.2 | -8.5 | 0.6 | -1.0 | 19.2 | 1.01 | -0.8
Results for O=S(=O)(c1cccc2ccccc12)N1CCC2CC1c1cc(-c3ccc(F)cc3)ccc12 (configuration not stated) : 6.8 | 3.4 | -1.1 | 0.6 | · | 14.8 | · | 2.7
Results for CCN(Cc1ccccc1)S(=O)(=O)c1c(N)n(C)c(=O)n(C)c1=O : -2.3 | -5.0 | 0.6 | -1.5 | -2.6 | 9.9 | 1 | 0.3

(list continues)
SMILES	PfG6PD inh	ATG4B inhibitor	NR3A LBD binder	MPTP block	SENP6 block	SENP8 inh	hIAP activ	SENP1 FRET inh
CCOC(=O)c1sc(NC(=O)CSc2nnc(-c3ccc(OC)cc3)n2CCOC)nc1C	-30.2	-9.6	0.6	3.0	-3.0	4.9	1.21	-0.1
O=C(O)CCn1[nH]c(=O)ccc1=O	11.9	-10.0	2.1	-4.3	-4.1	2.6	1.12	1.8
CC(C)OC(=O)/C(=C\c1ccccc1)NC(=O)c1ccccc1	-15.5	-6.1	0.2	-3.1	-7.1	0.1	1.05	0.6
Brc1ccc(CSc2ccc(-c3ccco3)nn2)cc1	18.6	-2.9	0.1	57.6*	14.8	9.1	1.12	-0.7
CCCOc1ccc(CN(C(=O)c2cccc(OC)c2)C2CCS(=O)(=O)C2)cc1 (configuration not stated)	2.0	3.2	-1.0	1.9	17.9	15.6	1.26	2.5
Cc1ccccc1N1C(=O)C(Oc2ccc(Cl)cc2)C1CNCC1CCCO1 (configuration not stated)	6.8	2.3	-0.3	-2.3	-7.4	18.6	0.957	1.0
N#C/C(C(=O)c1ccccc1)=C1/CCCCCN1	-3.2	-8.0	-1.5	-0.7	-9.3	8.2	0.889	1.2
CCc1nc(SCC(=O)c2ccc3c(c2)OCCO3)c2ccccc2n1	8.2	10.3	-11.0	3.5	-3.7	8.6	1.02	-180.6
CCc1ccc(S(=O)(=O)NCC2(N3CCOCC3)CCCCC2)cc1	4.1	-20.8	0.3	-0.7	2.9	6.1	0.916	1.0
CC1CC(OCC(O)C[N+]2(C)CCOCC2)CC(C)(C)C1 (configuration not stated)	-1.7	-6.4	0.2	0.4	-2.8	15.2	0.955	0.8
O=C(CN1C(=O)S/C(=C\c2ccc(F)cc2)C1=O)NCCCn1ccnc1	10.9	-0.4	0.1	-0.5	-15.2	11.7	1.21	-1.2
COc1cccc(NC(=S)N(CCc2c(C)[nH]c3ccc(C)cc23)Cc2cccs2)c1	11.1	-10.7	2.4	0.0	-7.1	12.3	0.877	-0.9
Cc1ccc2cc3cc(C(=O)NC4CCCCC4)oc3nc2c1	43.1	-6.8	-3.0	-1.5	-3.4	-281.7	1.07	0.9
COCCCN1C(=O)c2ccc(C(=O)NCc3ccccn3)cc2C1=O	-11.8	4.4	-1.6	-1.2	-7.6	11.4	1.05	0.1
COc1ccc(S(=O)(=O)N2CCCOC2CNC(=O)C(=O)NCc2ccccc2F)cc1C (configuration not stated)	-15.8	0.6	-1.3	-1.5	7.2	12.5	0.752	0.2
Cn1c(=O)[nH]c(=O)c2c1nc(CN1CCN(c3ccc(F)cc3)CC1)n2CCCc1ccccc1	0.1	-11.0	-2.0	-3.1	-4.9	7.6	0.966	-0.1
NC(=O)CSc1nnnn1-c1ccc2c(c1)OCCO2	-12.7	8.2	-1.0	-0.6	-6.6	20.3	1.01	-2.1
COc1ccc2sc(N(CCCN(C)C)C(=O)c3ccc(S(=O)(=O)N4CCCc5ccccc54)cc3)nc2c1	26.7	-11.0	-10.1	86.4*	-10.4	11.2	1.05	1.1
CCOC(=O)c1cc(CC)sc1NC(=O)CSc1nc2ccccc2c(=O)n1Cc1ccco1	-6.9	-5.5	2.1	4.1	-1.8	11.9	0.835	0.8
O=C(Nc1ccc(Br)cc1)c1cnccn1	7.9	-3.3	-2.5	1.7	37.4	22.6	1.47	-2.3
CCCNC(=O)c1ccc2c(c1)nc(C)n2-c1cccc(Cl)c1	-7.8	0.8	4.3	1.0	-14.2	9.8	0.963	1.2
COc1cccc(/C=C/C(=O)OCC(=O)NC(=O)NC2CCCC2)c1	11.2	-8.8	-3.0	-2.4	-7.7	-379.3	0.829	3.3
CCCCn1cnc2c(SCc3ccccc3)nc(N)nc21	10.7	4.5	-0.2	-1.7	·	-4.4	·	1.6
COc1ccc(N(C(=O)c2snc(C(N)=O)c2N)C(C(=O)NC2CCCC2)c2cc(OC)ccc2OC)cc1 (configuration not stated)	11.0	32.1	-2.8	-1.4	12.1	-289.9	0.766	-9.3
CC1CCC2(CC1)NC(=O)N(CC(=O)N1CCN(C(=O)c3cccs3)CC1)C2=O (configuration not stated)	-12.4	3.9	0.1	0.1	2.3	13.7	1.18	0.5
N#Cc1ccc(C(=O)NC23CC4CC(CC(C4)C2)C3)cc1	7.3	2.6	0.5	-0.5	7.3	15.2	1.17	0.0
c1ccc(CSC2=NCCS2)cc1	0.1	-5.7	-0.6	-0.1	-29.8	7.0	1.03	1.2
Cc1cc(C)n(-c2ccc(C(=O)OCC(=O)Nc3ccc([N+](=O)[O-])cc3)cc2)n1	-19.4	-6.2	-7.1	4.0	9.9	22.2	0.96	0.1
COCCn1c(SCC(=O)NCC2CCCO2)nc2c(c1=O)SCC2 (configuration not stated)	-13.0	3.1	-0.3	2.3	-2.4	4.6	0.651	-1.6
CCN(CC)S(=O)(=O)c1cccc(NC(=O)CN2C(=O)NC3(CCOc4ccccc43)C2=O)c1 (configuration not stated)	-2.6	-9.0	-3.9	-1.9	-9.2	11.2	0.911	2.5
